# FBA Mtb inh: inhibits M. tuberculosis FBA enzyme. purified M. tuberculosis FBA, fluorescence read-out. 360,000 tested, 2.3% active. P9WQA3. AID 588726. inhibition, % at 1 µM; in the data active = inhibition above about 27%;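 note: 0% = vehicle and 100% = reference inhibitor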
# Target sequence (P9WQA3 whole entry, looked up): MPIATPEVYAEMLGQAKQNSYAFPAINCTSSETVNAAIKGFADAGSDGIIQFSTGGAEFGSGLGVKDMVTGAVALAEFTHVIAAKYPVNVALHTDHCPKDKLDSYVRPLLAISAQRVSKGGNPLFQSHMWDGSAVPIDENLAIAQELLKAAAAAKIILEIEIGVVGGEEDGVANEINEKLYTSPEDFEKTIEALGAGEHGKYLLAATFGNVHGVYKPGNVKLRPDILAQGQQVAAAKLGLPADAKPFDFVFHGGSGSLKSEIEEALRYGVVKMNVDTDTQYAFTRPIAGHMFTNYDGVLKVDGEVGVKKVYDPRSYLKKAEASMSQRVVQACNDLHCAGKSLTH
# UGM FP inh: blocks M. tuberculosis UGM enzyme. purified UGM, fluorescence polarization probe displacement. inhibition, % at 10 µM. 320,000 tested, 0.06% active. AID 504406; in the data active = inhibition above about 10%, passing the limit was not always enough
# Target sequence (P9WIQ1 whole entry, looked up): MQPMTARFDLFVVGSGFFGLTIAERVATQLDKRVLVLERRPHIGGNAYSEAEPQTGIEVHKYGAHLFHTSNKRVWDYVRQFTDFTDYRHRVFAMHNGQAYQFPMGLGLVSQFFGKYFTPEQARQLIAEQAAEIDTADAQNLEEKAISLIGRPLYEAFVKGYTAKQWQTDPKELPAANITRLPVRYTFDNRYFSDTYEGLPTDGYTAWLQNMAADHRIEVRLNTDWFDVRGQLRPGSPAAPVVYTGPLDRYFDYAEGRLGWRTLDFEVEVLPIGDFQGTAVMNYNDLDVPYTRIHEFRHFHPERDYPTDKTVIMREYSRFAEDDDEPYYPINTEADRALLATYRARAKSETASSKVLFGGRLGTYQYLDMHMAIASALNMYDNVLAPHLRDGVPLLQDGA
# MazEF act: activators of E. coli MazEF toxin-antitoxin RNase | P0AE70 | FAM/BHQ RNA-DNA oligo cleavage fluorescence, 5 h | activation, % at 20 µM | 350,000 tested, 0.32% active; in the data active = activation above about 50%
# Target sequence (P0AE70 whole entry, looked up): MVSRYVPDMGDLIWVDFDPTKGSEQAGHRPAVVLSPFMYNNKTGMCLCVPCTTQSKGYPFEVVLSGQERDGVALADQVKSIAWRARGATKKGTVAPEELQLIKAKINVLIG
# BioA inh: inhibitors of Mycobacterium tuberculosis BioA enzyme; purified M. tuberculosis BioA enzyme, plate reader; inhibition, % at 9.99 µM; 360,000 tested, 0.096% active; AID 602481; in the data active = inhibition above about 40%
# DUSP3 inh: inhibitors of human VHR1 phosphatase (DUSP3); 290,000 tested, 0.52% active; AID 1654; P51452; recombinant VHR phosphatase, pNPP absorbance; inhibition, % at 13.3 µM; in the data active = inhibition above about 50%; note: some compounds called inactive have numbers as strong as hits
# Target sequence (P51452 whole entry, looked up): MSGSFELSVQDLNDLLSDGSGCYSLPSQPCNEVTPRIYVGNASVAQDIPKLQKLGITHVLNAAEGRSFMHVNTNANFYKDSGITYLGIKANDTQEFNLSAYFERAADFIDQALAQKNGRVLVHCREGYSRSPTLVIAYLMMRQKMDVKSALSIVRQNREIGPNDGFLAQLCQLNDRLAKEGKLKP
# Rv3671c inh: Rv3671c (M. tuberculosis) protease inhibition; P9WHR9; inhibition, % at 5.96 µM; 320,000 tested, 0.048% active; AID 2606; in the data active = inhibition above about 38%;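 note: extracellular domain of Rv3671c used as enzyme; 0% = enzyme with DMSO and 100% = no enzyme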
# SSB-PriA inh: blocks PriA binding to SSB C-terminal tail; 430,000 tested, 0.6% active; AlphaScreen SSBct-PriA binding, biotinylated peptide; inhibition, % at 33 µM; in the data active = inhibition mostly above about 37%, no sharp cut-off; inactive = mostly below about 20%;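 note: plate controls were negative control peptide for no effect and reference peptide for full effect; strong numbers were not always called active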
# GDH-TPI counter: counter-screen for M. tuberculosis FBA inhibitors: GDH-TPI coupled enzymes. GDH-TPI coupled enzyme counterscreen, NADH absorbance. inhibition, % at 4.8 µM. 360,000 tested, 1.2% active. AID 588335; in the data active = inhibition above about 30%;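 note: 0% = DMSO wells and 100% = wells lacking the enzyme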
# BH1578 lux ind: induces V. cholerae light production without autoinducers; V. cholerae BH1578 lux reporter, luminescence, 6 h; activation, % at 18.7 µM; 350,000 tested, 0.16% active; AID 588436; in the data active = activation mostly above about 9.7%, no sharp cut-off; note: not every result past the cut was called active; inactives centre near 0; reference of the scale not given here
# 3CLpro inhibitor: SARS-CoV 3CLpro protease inhibition; P0C6X7; recombinant SARS-CoV 3CLpro, quenched FRET peptide cleavage; inhibition, % at 6 µM; 290,000 tested, 0.14% active; AID 1706; in the data active = inhibition above about 12%
# Starred values were filed as active, the others as inactive; i = inactive; · = no result given; + = active, no number; & = joins results of further samples. These rows are one share of the data. The share of hits here may be higher or lower than overall.
No.	smiles	FBA Mtb inh	UGM FP inh	MazEF act	BioA inh	DUSP3 inh	Rv3671c inh	SSB-PriA inh	GDH-TPI counter	BH1578 lux ind	3CLpro inhibitor
1	CCC(C)[C@H]1COCCS(=O)(=O)N1Cc1ccccc1F (some centres not stated)	1	0.4	2	2.4	24	5	7	1	i	4
2	CC12COC3(C(=O)N4CCN(c5ccccn5)CC4)CC1CCC32C (configuration not stated)	3	1.2	-13	-1.8	23	-1	-3	8	-0.4	2
3	O=C(C[C@@H]1C/C=C\C[C@@H](Cc2ccc(F)cc2)C(=O)OC[C@@H](Cc2c[nH]c3ccccc23)NC1=O)NCCO	2	-2.2	8	-1.5	·	-21	-3	1	-19	·
4	O=C1NCCN(Cc2c(F)cccc2Cl)C1CC(=O)N1CCCO1 (configuration not stated)	6	-0.6	-4	-1.7	22	7	2	-1	-0.2	1
5	COc1ccc(CN(C(=O)c2oc3ccc(F)cc3c2C)C2CCS(=O)(=O)C2)cc1 (configuration not stated)	-5	-1.9	5	13	-7	1	0	-16	i	5
6	OC(CNCCNc1ncccc1C(F)(F)F)COc1ccc(F)cc1 (configuration not stated)	-1	-5.3	-3	·	-12	-3	-2	-7	i	-1
7	COC(=O)[C@H]1C[C@@H]1[C@H](NS(=O)(=O)c1ccccc1)c1ccccc1	0	-2.9	2	-0.2	-30	-5	-11	-3	1.7	3
8	Cc1cc2cc(C(c3nnnn3C3CCCC3)N(Cc3cccnc3)Cc3ccco3)c(=O)[nH]c2cc1C (configuration not stated)	6	-2.1	-10	-1.0	26	-5	-14	11	-0.3	-5
9	O=C(CP(=O)(CO)CO)c1ccc(Cl)cc1	4	1.3	0	-0.4	-5	2	2	8	8.8	1
10	CN(C)c1ccc(CNC(=O)CN(C)S(=O)(=O)c2ccc3c(c2)c(=O)n(C)c(=O)n3C)cc1	-2	4.5	3	0.3	-19	-3	-7	7	i	8
11	C=C(C)Cn1c(C2CC(=O)N(Cc3ccccc3)C2)nc2ccccc21 (configuration not stated)	2	-0.6	14	4.8	-2	6	1&-6	-14	-0.3	·
12	COc1ccc(NC(=O)Cn2nc(C(=O)O)c3ccccc3c2=O)cc1OC	2	0.0	-21	·	22	3	-10	7	-0.3	0
13	O=C1CCN(S(=O)(=O)c2ccccc2)CCN1CCOCc1cccc(F)c1	-2	2.6	7	-2.1	10	-1	-10	-4	-0.7	·
14	CCc1c(C)sc(NC(=O)c2ccco2)c1C(=O)N1CCCCC1	6	-2.3	5	-21	1	1	-1	13	-0.2	3
15	CN1CCN(CCc2nc3cc(NC(=O)COc4ccc(Cl)cc4)ccc3n2C)CC1	-1	1.5	4	-2.3	18	-9	-1	-4	-0.5	-5
16	COc1cccc(N2C(=O)C(Cc3c[nH]c4ccccc34)NC2=S)c1 (configuration not stated)	-1	1.4	-16	·	4	4	10	1	-0.3	6
17	CN(C)S(=O)(=O)c1ccc(C(=O)Oc2ccccc2)cc1	1	-1.4	-2	-0.7	-12	8	-10	5	-0.5	3
18	O=C(Nc1cccc(Cl)c1)Nc1cnccn1	0	-5.7	3	-0.7	2	2	-12	-2	-0.7	-2
19	COc1ccc([C@H]2C[C@H](n3cc(COC(=O)c4ccccc4)nn3)[C@@H](O)CN2C(=O)c2cccs2)cc1	1	·	-2	1.1	·	·	·	-10	-0.5	·
20	NC(=O)N/N=C\c1cc(Br)ccc1O	2	2.7	-3	·	0	6	1	7	-0.6	5
21	CCCCCCN1C(=O)C(O)=C(C(C)=O)C1c1ccc(Cl)cc1 (configuration not stated)	7	-1.4	-4	1.6	28	8	-13	23	i	4
22	Cc1cc(C)c2ccc(C)[n+]([O-])c2c1O	0	1.2	4	-1.3	-18	-2	-2	13	-0.8	1
23	COc1ccc(N2CCN(C(=O)C(NC(=O)c3c(F)cccc3F)C(C)C)CC2)cc1 (configuration not stated)	1	0.3	0	-1.1	2	-2	-3	-3	-0.5	2
24	CCCn1cc(S(=O)(=O)CC(=O)N2CCc3ccccc32)c2ccccc21	-1	-3.1	2	-1.4	-17	9	0	14	i	6
25	O=C(c1ccccc1)c1ccc(CN2C(=O)c3ccccc3C2=O)o1	1	-0.9	-4	0.0	5	0	-9	7	i	-1

# Structural class, those above with a Cl atom.
No.	smiles	FBA Mtb inh	UGM FP inh	MazEF act	BioA inh	DUSP3 inh	Rv3671c inh	SSB-PriA inh	GDH-TPI counter	BH1578 lux ind	3CLpro inhibitor
4	O=C1NCCN(Cc2c(F)cccc2Cl)C1CC(=O)N1CCCO1 (configuration not stated)	6	-0.6	-4	-1.7	22	7	2	-1	-0.2	1
9	O=C(CP(=O)(CO)CO)c1ccc(Cl)cc1	4	1.3	0	-0.4	-5	2	2	8	8.8	1
15	CN1CCN(CCc2nc3cc(NC(=O)COc4ccc(Cl)cc4)ccc3n2C)CC1	-1	1.5	4	-2.3	18	-9	-1	-4	-0.5	-5
18	O=C(Nc1cccc(Cl)c1)Nc1cnccn1	0	-5.7	3	-0.7	2	2	-12	-2	-0.7	-2
21	CCCCCCN1C(=O)C(O)=C(C(C)=O)C1c1ccc(Cl)cc1 (configuration not stated)	7	-1.4	-4	1.6	28	8	-13	23	i	4

# Along the list, as entered above.
# SSB-PriA inh for nos. 17 to 21, in order: -10, -12, ·, 1, -13
# MazEF act for nos. 17 to 21, in order: -2, 3, -2, -3, -4
# UGM FP inh for nos. 17 to 21, in order: -1.4, -5.7, ·, 2.7, -1.4

# Next section.
No.	smiles	FBA Mtb inh	UGM FP inh	MazEF act	BioA inh	DUSP3 inh	Rv3671c inh	SSB-PriA inh	GDH-TPI counter	BH1578 lux ind	3CLpro inhibitor
26	CCCn1c(NCc2ccc(C)o2)nc2ccccc21	-2	-1.7	-8	-0.5	8	3	-2	2	-0.5	-5
27	Nc1nc(SCc2ccc(F)cc2)ns1	5	0.7	6	·	19	2	1	-5	2.0	-1
28	Cc1ccc(-c2nnn(CC(=O)NCC3COCCO3)n2)o1 (configuration not stated)	1	2.0	6	-0.4	8	3	6	0	-0.3	-3
29	Cc1cccc(C(=O)NC(=S)N2CCN(c3ccc([N+](=O)[O-])cc3)CC2)c1	0	0.9	7	·	0	-10	1	-1	-0.4	-4
30	CN(C)C(C)(C)C#CCCCCC#CC(C)(C)N(C)C	-1	2.0	6	-0.2	31	2	-15	9	i	5
31	COc1ccc2cc(S(=O)(=O)N3CCCC(C)C3)ccc2c1 (configuration not stated)	0	-2.2	-1	-1.1	-8	-1	-9	11	i	8
32	C=CCc1cccc(/C=N/NC(=O)COc2ccc(-n3cnnn3)cc2)c1O	2	-1.6	-17	-0.2	-15	5	·	-1	-1.0	0
33	COc1cccc(N2CCN(C(=O)c3ccc(CS(=O)c4ccccc4Cl)o3)CC2)c1 (configuration not stated)	-2	-0.2	2	4.2	-10	-1	5	-1	-0.2	-1
34	CN1CCN(C(=O)c2ccccc2NC(=O)Cc2ccccc2)CC1	-3	4.8	6	-0.7	21	6	-8	0	-0.5	-5
35	O=C(/C=C/c1ccccc1Cl)NCc1cccs1	2	-1.8	2	·	1	4	-10	-2	-2.1	3
36	CCc1ccc(NC(=O)C(=O)NCCN2CCN(Cc3ccc([N+](=O)[O-])cc3)CC2)cc1	3	0.4	8	·	14	2	4	-5	-0.1	1
37	CC(C(=O)NCc1ccco1)n1cc([N+](=O)[O-])cn1 (configuration not stated)	3	-0.7	-1	·	37	3	-10	-7	i	-2
38	COc1ccc2cc3cc(C(=O)NC4CC4)sc3nc2c1	102*	1.1	-7	-0.6	-2	0	-14	23	-0.2	-3
39	Cc1ccc(N/N=C/c2c(O)cc(C)oc2=O)cc1	-6	2.6	-2	-1.5	14	-5	·	1	4.2	-2
40	O=C(O)C1(NS(=O)(=O)c2ccc(F)c(Cl)c2)CCCCC1	5	-0.4	4	·	-4	-3	8	-8	0.7	0
41	CC1CCCCN1C(=O)CCn1c(=O)oc2ccccc21 (configuration not stated)	2	0.5	-1	-3.1	14	2	-5	-2	i	-5
42	CCc1ccc(CN2CCCC(C(=O)Nc3ccc(-c4cscn4)cc3)C2)o1 (configuration not stated)	-3	0.7	5	-0.1	-15	-12	8	-11	i	4
43	COc1ccc(-c2cc(-c3ccccc3)c(C#N)c(S(C)=O)n2)cc1 (configuration not stated)	+	-3.1	9	0.1	24	-8	-5	31*	i	1
44	COCCCC1CCN(C(=O)C2CCC(=O)N(CCc3cccc(F)c3)C2)CC1 (configuration not stated)	0	0.7	2	-0.7	14	-1	-8	2	i	-2
45	Cc1cc(/C=N/NS(=O)(=O)c2ccc(F)c(Cl)c2)no1	0	-1.4	3	·	10	-6	i	0	-0.8	0
46	CCOC(=O)c1c(-c2ccccc2)csc1NC(=O)CCN1CCOCC1	1	-0.2	0	·	6	1	-12	-6	i	-2
47	CCOC(=O)C1CCCN(C(=O)Cn2cnc3c2c(=O)n(C)c(=O)n3C)C1 (configuration not stated)	-2	0.9	1	-0.1	28	1	-17	5	-0.4	-7
48	CCc1cc2c(NCCC(=O)O)nc(C)nc2s1	21	-2.0	-5	·	9	11	-12	6	-0.4	1
49	Cn1nc(C(=O)NNC(=O)Cc2ccc(S(=O)(=O)N3CCOCC3)s2)c2ccccc2c1=O	2	·	1	0.1	·	·	-1	9	i	·
50	CC(=O)Nc1ccc2nc(SCC(=O)NCCOc3ccccc3)sc2c1	3	0.7	-21	·	16	1	-16	5	-0.3	-5

# Next part.
No.	smiles	FBA Mtb inh	UGM FP inh	MazEF act	BioA inh	DUSP3 inh	Rv3671c inh	SSB-PriA inh	GDH-TPI counter	BH1578 lux ind	3CLpro inhibitor
51	Cc1ccc(C(=O)N2CCN3C(=O)c4ccccc4C23c2ccccc2)cc1 (configuration not stated)	0	-1.4	4	·	26	4	-19	0	-0.1	1
52	CCOC(=O)[C@H]1[C@H]2COc3ccc(C)cc3[C@@H]2N2C(=O)c3ccc(Cl)cc3NC(=O)[C@@]12C	1	3.2	-10	-0.8	·	-8	-7	-7	-2.1	·
53	NS(=O)(=O)c1cccc(NC(=O)COC(=O)C2CCN(S(=O)(=O)c3cccs3)CC2)c1	2	-2.0	10	4.5	5	6	-5	0	-0.3	0
54	COc1ccccc1N1CCN(CCCCOc2ccc(C)cc2C)CC1	4	-1.6	-4	0.9	16	1	8	-6	-0.3	0
55	CCNS(=O)(=O)c1ccc(NC(=O)Nc2ccccc2OC)cc1	3	4.5	3	·	31	9	-3	2	-1.0	1
56	C=CCn1c(SCC(=O)N2CCN(c3ccc(F)cc3)CC2)nnc1-c1ccco1	5	0.7	4	-0.9	8	0	1	1	-0.2	6
57	COc1ccc(-c2c(C)c3ccc(O)cc3oc2=O)cc1	+	0.2	10	-1.3	-9	2	-9	23	-2.6	3
58	CC(=O)NC(Cc1ccccc1F)C(=O)NC1CCN(S(=O)(=O)c2ccccc2)CC1 (configuration not stated)	1	·	2	-0.5	21	·	-5	10	-0.2	7
59	CSCC[C@H](NC(=O)c1cccc(S(=O)(=O)N2CCCCC2)c1)c1nc2ccccc2[nH]1	-2	4.9	11	·	·	-3	0	-6	i	·
60	COc1ccccc1-c1nc(C#N)c(N2CCN(c3ccccc3)CC2)o1	6	2.8	1	-0.3	8	-2	51*	3	0.1	0
61	c1cnc2ccc(C(c3nnnn3C3CCCC3)N3CCSCC3)cc2c1 (configuration not stated)	3	0.3	-1	0.0	-27	6	2	0	i	1
62	CCOC(=O)c1[nH]n(-c2ccc(Cl)cc2)c(=O)c1C	1	0.2	-5	2.5	-6	-3	15	4	-0.4	1
63	COc1ccc(NC(=S)NCCc2ccccc2)c(C)c1	1	0.5	-1	-1.0	6	-4	15	13	i	2
64	CCOCCCNC(=S)Nc1ccc2nc3n(c(=O)c2c1)CCCCC3	1	-0.7	-2	·	16	3	-2	-2	-0.2	8
65	COc1cc(/C=N/NC(=O)CCn2c3ccccc3c3ccccc32)cc(OC)c1OC	3	1.3	0	-0.7	30	-5	·	-1	i	2
66	COc1ccc(CC(=O)Nc2ccccc2C(F)(F)F)cc1S(=O)(=O)N1CCOCC1	-1	·	-3	-0.9	·	·	·	9	-5.3	·
67	CC(=O)C1=C(O)C(=O)N(CCc2c[nH]c3ccccc23)C1c1ccco1 (configuration not stated)	3	1.2	7	3.0	13	4	-26	-1	i	2

# Compound activity deposited in PubChem by several laboratories.
